# Source: PubChem BioAssay (NMMLSC)
# GSH bead fluor – GSH bead compound fluorescence profile. GSH beads flow cytometry, compound fluorescence 488/530 nm; stronger effect = higher value. 190,000 tested, 0.25% active. AID 1776. fluorescence (KMESF) at 10 µM; in the data active = fluorescence above about 89;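 also: glutathione beads carrying GST-tagged Bcl family fusion proteins plus one bare bead set; values are compound well signal with DMSO vehicle wells as background; inactives centre near 16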
# RGS8-Gao reg – human RGS8-Galphao interaction regulation | multiplexed bead flow cytometry, RGS8-Galphao binding; actives lie on both sides | P09471 | 220,000 tested, 0.34% active | response (percent of control binding), % at 10 µM; in the data active = response below about 60% or above about 140%; inactive = in between;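 also: Galphao activated as the GDP aluminium fluoride complex binding bead-coupled RGS8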
# Target sequence (P09471 whole entry, looked up): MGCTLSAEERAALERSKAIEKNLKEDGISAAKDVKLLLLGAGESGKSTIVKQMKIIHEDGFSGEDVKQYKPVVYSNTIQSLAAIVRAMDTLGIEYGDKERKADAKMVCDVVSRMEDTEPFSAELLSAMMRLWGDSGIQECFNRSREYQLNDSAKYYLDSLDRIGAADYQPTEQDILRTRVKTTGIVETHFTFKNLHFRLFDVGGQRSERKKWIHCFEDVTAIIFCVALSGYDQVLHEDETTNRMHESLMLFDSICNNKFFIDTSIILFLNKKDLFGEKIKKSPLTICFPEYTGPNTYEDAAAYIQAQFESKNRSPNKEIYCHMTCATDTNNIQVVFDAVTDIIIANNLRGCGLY
# Bim-Bcl-2 – inhibitors of Bim-Bcl-2 interaction, human. inhibition, % at 10 µM. Bead-based flow cytometry, Bim peptide-Bcl-2 binding. P10415. 190,000 tested, 0.06% active. AID 950; in the data active = inhibition above about 40%; inconclusive = no clear call, values can overlap the other calls;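 also: 0% = no compound wells with probe peptide and 100% = reference peptide inhibitor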
# Target sequence (P10415 whole entry, looked up): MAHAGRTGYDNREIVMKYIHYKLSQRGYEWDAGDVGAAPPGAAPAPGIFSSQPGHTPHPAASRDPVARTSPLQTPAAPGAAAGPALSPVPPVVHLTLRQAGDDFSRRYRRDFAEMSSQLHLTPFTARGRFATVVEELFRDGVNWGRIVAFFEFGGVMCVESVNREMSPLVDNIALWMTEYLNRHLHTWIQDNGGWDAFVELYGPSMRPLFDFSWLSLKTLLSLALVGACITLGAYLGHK
# Bim-Bcl-W – disrupts Bim peptide binding to human Bcl-W; inhibition, % at 10 µM; 190,000 tested, 0.02% active; bead-based flow cytometry; Q92843;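 also: 0% = bound tracer without compound and 100% = peptide blocker; higher means less fluorescent Bim peptide bound to Bcl-W beads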
# Target sequence (Q92843 whole entry, looked up): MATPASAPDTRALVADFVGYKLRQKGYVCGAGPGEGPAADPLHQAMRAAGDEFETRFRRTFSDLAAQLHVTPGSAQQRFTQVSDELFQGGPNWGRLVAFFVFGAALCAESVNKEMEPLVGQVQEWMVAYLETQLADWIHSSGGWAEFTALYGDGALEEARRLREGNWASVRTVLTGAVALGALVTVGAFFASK
# Bcl-B Bim block – inhibitors of Bim-Bcl-B interaction, human; bead-based flow cytometry, Bim peptide-Bcl-B binding; 190,000 tested, 0.073% active; inhibition, % at 10 µM; Q9HD36; AID 951;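 also: 0% = tracer peptide without compound and 100% = reference inhibitor peptide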
# Target sequence (Q9HD36 whole entry, looked up): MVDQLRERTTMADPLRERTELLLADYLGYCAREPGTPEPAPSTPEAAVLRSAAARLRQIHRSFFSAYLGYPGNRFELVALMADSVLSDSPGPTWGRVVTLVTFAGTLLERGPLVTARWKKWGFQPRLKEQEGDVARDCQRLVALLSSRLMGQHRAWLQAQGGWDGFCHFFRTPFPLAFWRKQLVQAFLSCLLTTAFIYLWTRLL
# ABCB1 inh – inhibitors of human ABCB1 transporter, ABCG2 counter-screen; 190,000 tested, 0.067% active; inhibition, % at 6.6 µM; CCRF-Adr cells, JC-1 efflux, flow cytometry; in the data active = inhibition above about 40%;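 also: 0% = vehicle and 100% = reference inhibitor; higher value means more JC-1 retained so stronger ABCB1 efflux block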
# ABCG2 block – blocks JC-1 efflux by human ABCG2 transporter. Q9UNQ0. inhibition, % at 6.6 µM. IgMXP3 cells, flow cytometry. AID 1325. 190,000 tested, 0.1% active;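 active = inhibition above 80%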;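 also: 0% = DMSO and 100% = nicardipine control wells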
#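 Times: 10 min at 25 °C | Test system: Two drug-resistant human cell lines, ABCG2 and ABCB1 | Quantity: 3 million cells/mL final, two lines in 1:1 ratio | Signal: Flow cytometry, 530 nm JC-1 signal | Dosing: Compound at 6.6 µM | Controls: Nicardipine and DMSO wells | Reagent: JC-1 as fluorescent efflux pump substrate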
# RGS4-Gao reg – human RGS4-Galphao interaction regulation; P09471; Multiplexed bead flow cytometry, RGS4-Galphao binding; actives lie on both sides; binding response (% of control), % at 10 µM; 220,000 tested, 0.33% active; AID 1415; in the data active = binding response below about 49% or above about 150%; inactive = in between;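 also: fluorescent Galphao activated with aluminum fluoride binding bead-coupled RGS4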
# RGS7-Gao reg – regulators of human RGS7-Galphao interaction. P09471. Multiplexed bead flow cytometry, RGS7-Galphao binding; actives lie on both sides. binding response (% of control), % at 10 µM. 220,000 tested, 0.35% active; in the data active = binding response below about 49% or above about 150%; inconclusive = no clear call, values can overlap the other calls; inactive = in between;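 also: fluorescent Galphao held in activated GDP-AlF4 state binding bead-coupled RGS7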
# Bim-Bfl-1 – human Bim-Bfl-1 interaction inhibition; Q16548; Bead-based flow cytometry, Bim-Bfl-1 binding inhibition; inhibition, % at 10 µM; 190,000 tested, 0.12% active; AID 1008;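 also: 0% = wells without compound plus tracer and 100% = blocker peptide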
# Bcl-XL Bim block – inhibitors of Bim-Bcl-XL interaction, human; Q07817; inhibition, % at 10 µM; 190,000 tested, 0.04% active; AID 1007; Bim peptide-Bcl-XL binding, bead flow cytometry, fluorescence
# * = called active by the depositor; ? = inconclusive; . = no result given. Rule as the data show it, unless noted: active = inhibition above about 40%.
No.	molecule	GSH bead fluor	RGS8-Gao reg	Bim-Bcl-2	Bim-Bcl-W	Bcl-B Bim block	ABCB1 inh	ABCG2 block	RGS4-Gao reg	RGS7-Gao reg	Bim-Bfl-1	Bcl-XL Bim block
1	CCO[C@@H]1OC(C(=O)N2CCCCCCC2)=C[C@H](c2ccc(C(F)(F)F)cc2)[C@H]1CCCO	18	96.5	-1.0	0.0	-3.0	1.3	7.4	95.4	97.8	-5.0	-2.0
2	CCS(=O)(=O)c1nc(S(=O)(=O)c2ccc(C)cc2)c(NCc2ccccn2)s1	17	101.6	-5.0	-2.0	-5.0	0.4	-0.3	96.7	94.2	-4.0	0.0
3	CCCCC(=O)Nc1ccnc(-c2cccnc2)n1	22	100.8	-1.0	0.0	-5.0	0.2	6.1	96.0	98.6	-8.0	-1.0
4	Cc1ccc(Oc2ncccc2/C=N/OCc2ccc(Cl)c(Cl)c2)cc1	12	101.2	-7.0	-3.0	-3.0	0.3	1.3	99.1	97.5	0.0	0.0
5	COC(=O)c1ccc(/C=C/c2ccc3cccc(OC(C)=O)c3n2)cc1	12	93.3	11.0	4.0	4.0	-1.6	23.9	93.2	91.2	8.0	5.0
6	Cc1c(Br)c([N+](=O)[O-])nn1CC(=O)NCc1ccccc1	19	103.8	-1.0	0.0	-2.0	-0.1	-0.3	101.4	?	-3.0	-3.0
7	COc1ccc(Oc2ncnc3c2ncn3Cc2ccccc2)cc1	31	96.8	-11.0	-3.0	-12.0	0.5	3.4	98.5	99.8	-16.0	-17.0
8	COc1ccc(-c2nc3ccccc3c(=O)n2CCOc2c(C)cccc2C)cc1	19	103.1	-7.0	-16.0	-13.0	0.0	1.1	100.3	101.2	-6.0	-17.0
9	Cn1c(Cn2nnc3ccccc32)nnc1SCC(=O)c1ccccc1F	27	97.3	-5.0	-3.0	-11.0	-3.7	-5.8	96.8	103.2	-6.0	-11.0
10	C/C(=N\Nc1nc(C)cc(=O)[nH]1)C1CC1	12	101.4	-9.0	-1.0	-6.0	0.4	-0.6	97.8	99.5	-7.0	-2.0
11	CCOC(=O)Cn1nnc(-c2cccc(OC)c2)n1	5	103.9	2.0	2.0	-1.0	0.2	0.7	106.0	104.5	2.0	-1.0
12	CCN(CC)C(=O)C12CC3CC(CC(Br)(C3)C1)C2	10	101.7	-2.0	0.0	0.0	-0.2	-0.2	98.7	96.6	-4.0	-2.0
13	COc1ccc2nc(NC(=S)N(C)C)sc2c1	15	89.2	-3.0	4.0	-24.0	.	.	102.1	129.1	12.0	-3.0
14	O=C(CN1CCCCCCC1)N/N=C/c1ccc(F)c(F)c1	8	120.7	-3.0	-2.0	0.0	0.1	6.4	131.5	142.1	-5.0	-5.0
15	CCC(=O)Nc1cc(C)c(NC(=O)C23CC4CC(CC(C4)C2)C3)cn1	23	102.3	-4.0	-4.0	-7.0	0.3	13.8	100.3	100.7	-18.0	-7.0
16	CCOc1ccccc1Cn1c(=O)oc2ccc(C)cc21	22	102.6	3.0	6.0	0.0	0.8	4.1	103.4	101.9	2.0	-2.0
17	C/C(=N\NC(=O)CC(C)C)c1ccc(Cl)c(Cl)c1	17	96.4	-3.0	-1.0	0.0	0.4	2.1	93.9	94.5	-1.0	1.0
18	CCOc1ccccc1NC=C1C(=O)OC(C)(C)OC1=O	15	96.5	-2.0	0.0	-2.0	0.3	4.1	98.3	96.1	-1.0	0.0
19	CC(C)Oc1c(Br)cc(Br)cc1/C=N/NC(N)=S	9	107.2	-1.0	1.0	-4.0	0.5	-0.1	101.2	104.3	0.0	-2.0
20	COc1cc(OC)c(C2N(c3cc(C)on3)C(=O)C3CCCN32)cc1OC (stereo not given)	13	99.2	-11.0	2.0	-7.0	0.1	0.9	100.1	103.8	-14.0	-7.0
21	COc1cc(N=c2ssnc2Cl)cc(OC)c1	28	88.4	-5.0	-4.0	-49.0	-1.0	-3.6	96.9	109.4	29.0	-1.0
22	CCCc1nc(SCc2cccnc2)c2c(=O)n(C)c(=O)n(C)c2n1	29	96.9	-4.0	0.0	-7.0	3.4	7.9	86.2	97.0	-5.0	-5.0
23	CCS(=O)(=O)NC(C)C(c1cccs1)N1CCN(c2ccc(F)cc2)CC1 (stereo not given)	26	102.7	-5.0	0.0	-3.0	0.6	3.6	100.1	98.4	-7.0	-1.0
24	CCOc1ccccc1N(C(=O)c1ccccc1Cl)C1=NC(C)(C)CS1	19	103.8	1.0	0.0	-5.0	0.5	-1.4	101.9	?	-5.0	-2.0
25	CCOC(=O)CCC(=O)NCc1ccc2[nH]c(C)cc2c1	20	101.4	-10.0	-1.0	-5.0	-0.1	16.4	98.3	103.2	-17.0	-6.0
26	COc1cccc(C(=O)CN2CCN(S(=O)(=O)c3cccc([N+](=O)[O-])c3)CC2)c1	16	102.4	-7.0	-3.0	-7.0	1.8	7.9	103.0	101.5	-11.0	-6.0
27	Cc1ccc(S(=O)(=O)N(C)CC(=O)O/N=C(\N)c2cccc([N+](=O)[O-])c2)cc1	35	99.4	-12.0	-2.0	-11.0	-0.1	16.8	99.4	96.7	-12.0	-10.0
28	O=C(O)CCCNS(=O)(=O)Cc1ccccc1	7	109.1	2.0	0.0	-2.0	0.3	5.5	102.0	102.7	0.0	-3.0
29	COc1ccc(C(=O)NCc2c(CC(C)C)oc(C)c2C(=O)O)cc1	24	102.5	2.0	-1.0	-1.0	0.9	2.8	99.0	103.1	-2.0	-2.0
30	CC(=O)c1sc(-c2ccccc2)nc1C	11	101.3	-4.0	-1.0	-1.0	0.3	0.9	102.2	100.2	-4.0	0.0
31	CC(C)OC(=O)NC(C)(C)COC(=O)Nc1cccc(Cl)c1	14	99.4	-1.0	-1.0	0.0	-0.2	2.5	100.5	100.0	-1.0	-3.0
32	Fc1ccc(NC(=S)NN=C2CCCCCC2)cc1	24	98.7	-9.0	-3.0	-9.0	1.0	8.5	94.2	93.2	-22.0	-11.0
33	CN(C)C(=O)CCc1nc2sc3c(c2c(=O)[nH]1)CCCC3	26	101.8	-10.0	-1.0	-11.0	0.5	2.4	104.6	112.7	-14.0	6.0
34	NC(=O)c1cccnc1Nc1cccc(F)c1	5	98.8	-2.0	-3.0	-2.0	0.5	5.2	97.8	100.4	-3.0	-4.0
35	CC(=O)N(CCCN1CCOCC1)Cc1ccncc1	17	105.2	-6.0	-1.0	-6.0	0.7	4.5	110.8	108.6	-14.0	-2.0
36	CC(NS(=O)(=O)c1ccc(CCC(=O)NCc2cccnc2)cc1)c1ccccc1 (stereo not given)	31	98.2	-9.0	-2.0	-12.0	0.2	-0.1	96.7	96.3	-10.0	0.0

# Ordered by formula weight (falling): ten of the compounds above
No.	molecule	GSH bead fluor	RGS8-Gao reg	Bim-Bcl-2	Bim-Bcl-W	Bcl-B Bim block	ABCB1 inh	ABCG2 block	RGS4-Gao reg	RGS7-Gao reg	Bim-Bfl-1	Bcl-XL Bim block
36	CC(NS(=O)(=O)c1ccc(CCC(=O)NCc2cccnc2)cc1)c1ccccc1 (stereo not given)	31	98.2	-9.0	-2.0	-12.0	0.2	-0.1	96.7	96.3	-10.0	0.0
26	COc1cccc(C(=O)CN2CCN(S(=O)(=O)c3cccc([N+](=O)[O-])c3)CC2)c1	16	102.4	-7.0	-3.0	-7.0	1.8	7.9	103.0	101.5	-11.0	-6.0
27	Cc1ccc(S(=O)(=O)N(C)CC(=O)O/N=C(\N)c2cccc([N+](=O)[O-])c2)cc1	35	99.4	-12.0	-2.0	-11.0	-0.1	16.8	99.4	96.7	-12.0	-10.0
24	CCOc1ccccc1N(C(=O)c1ccccc1Cl)C1=NC(C)(C)CS1	19	103.8	1.0	0.0	-5.0	0.5	-1.4	101.9	?	-5.0	-2.0
31	CC(C)OC(=O)NC(C)(C)COC(=O)Nc1cccc(Cl)c1	14	99.4	-1.0	-1.0	0.0	-0.2	2.5	100.5	100.0	-1.0	-3.0
33	CN(C)C(=O)CCc1nc2sc3c(c2c(=O)[nH]1)CCCC3	26	101.8	-10.0	-1.0	-11.0	0.5	2.4	104.6	112.7	-14.0	6.0
25	CCOC(=O)CCC(=O)NCc1ccc2[nH]c(C)cc2c1	20	101.4	-10.0	-1.0	-5.0	-0.1	16.4	98.3	103.2	-17.0	-6.0
35	CC(=O)N(CCCN1CCOCC1)Cc1ccncc1	17	105.2	-6.0	-1.0	-6.0	0.7	4.5	110.8	108.6	-14.0	-2.0
28	O=C(O)CCCNS(=O)(=O)Cc1ccccc1	7	109.1	2.0	0.0	-2.0	0.3	5.5	102.0	102.7	0.0	-3.0
34	NC(=O)c1cccnc1Nc1cccc(F)c1	5	98.8	-2.0	-3.0	-2.0	0.5	5.2	97.8	100.4	-3.0	-4.0

# More records.
No.	molecule	GSH bead fluor	RGS8-Gao reg	Bim-Bcl-2	Bim-Bcl-W	Bcl-B Bim block	ABCB1 inh	ABCG2 block	RGS4-Gao reg	RGS7-Gao reg	Bim-Bfl-1	Bcl-XL Bim block
37	O=C(N/N=C/c1c[nH]c2ccccc12)C1CC1c1ccccc1 (stereo not given)	18	103.7	-8.0	-3.0	-8.0	1.2	4.1	106.3	111.4	-14.0	-6.0
38	Nc1ccc(C2(c3ccc(N)cc3)C(=O)Nc3ccccc32)cc1	49	102.8	3.0	0.0	2.0	-0.3	-1.2	91.4	98.0	7.0	-1.0
39	CCOC(=O)c1c(NC(NC(C)=O)C(Cl)(Cl)Cl)sc(C(C)=O)c1C (stereo not given)	14	97.5	0.0	1.0	1.0	1.1	7.8	100.1	99.2	0.0	3.0
40	Cc1ccc(S(=O)(=O)N2CCCCC2)cc1NC(=O)CSc1ccc2c(c1)OCCO2	12	100.1	-11.0	-2.0	-10.0	-0.1	-0.4	97.9	98.0	-3.0	-5.0
41	O=C(CSc1nnc(NC2CCCCC2)s1)NN1C(=O)NC2(CCCCC2)C1=O	13	89.3	13.0	23.0	20.0	0.5	7.1	99.0	98.2	26.0	30.0
42	CCc1ccccc1NC(=O)CSc1nnc(Cn2cnc3ccccc32)o1	11	100.7	-2.0	-3.0	-7.0	1.2	3.3	100.5	107.3	0.0	-4.0
43	CSc1ccc(S(=O)(=O)Nc2ccc3c(c2)NC(=O)CC3)cc1	11	104.0	-1.0	0.0	-3.0	0.3	2.7	100.7	99.4	-7.0	-2.0
44	Cc1ccccc1Cn1nc(C)c(NC(=O)c2cc3n(n2)C(C(F)F)CC(C(F)F)N3)c1C (stereo not given)	57	100.1	-7.0	2.0	-7.0	-1.0	10.5	95.1	99.2	-11.0	-24.0
45	CCN(C(=O)CSc1cc(-c2ccccc2)c2ccc(OC)cc2n1)C1CCS(=O)(=O)C1 (stereo not given)	12	102.8	-8.0	-7.0	-4.0	2.4	9.1	100.6	98.3	-6.0	-5.0
46	O=C(O)C1C2C=CC(C2)C1C(=O)NCc1ccco1 (stereo not given)	13	97.3	-3.0	0.0	-5.0	0.3	10.2	97.4	99.2	-1.0	-1.0

# Down the list, from the results shown.
# RGS8-Gao reg, entries 8–12, in order: 103.1, 97.3, 101.4, 103.9, 101.7
# Bim-Bfl-1, entries 8–12, in order: -6.0, -6.0, -7.0, 2.0, -4.0
# ABCB1 inh, entries 8–12, in order: 0.0, -3.7, 0.4, 0.2, -0.2
